PI5P4Ka inh – PI5P4K alpha (human) kinase inhibition. max response, %. PI5P4Kalpha enzyme, ADP-Glo luminescence, 60 min; hits give low values. actives 1.2% (n = 330,000). P48426; active = max response of -50% or lower; inconclusive = between -30% and -50%; inactive = -30% or higher; note: value at the top dose of about 77 µM; % is set by controls: 0 for no effect and ±100 for the full control effect
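ADP-Glo luminescence end-point read after a 60 min room-temperature kinase reaction of PI5P4Kalpha plus substrate, initiated with ATP at 5 microM final. Buffer: 0.038 M HEPES pH 7.4, EGTA, 0.1% CHAPS, 5% DMSO.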
EPAC1 antag – antagonists of human EPAC1. AID 720709. EPAC1 GEF assay, Rap1b-BODIPY-GDP exchange fluorescence. Potency, µM (titrated, usually from 115 µM), for the others: top-dose activity change, negative = inhibition, hits mostly inhibitors. actives 0.14% (n = 360,000). O95398;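 note: potency is the fitted concentration of half-maximal effect; plate controls were vehicle for no effect and positive control for full effect; nearly all actives have a fitted effect of over 50% in size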
Target sequence (O95398 whole entry, looked up): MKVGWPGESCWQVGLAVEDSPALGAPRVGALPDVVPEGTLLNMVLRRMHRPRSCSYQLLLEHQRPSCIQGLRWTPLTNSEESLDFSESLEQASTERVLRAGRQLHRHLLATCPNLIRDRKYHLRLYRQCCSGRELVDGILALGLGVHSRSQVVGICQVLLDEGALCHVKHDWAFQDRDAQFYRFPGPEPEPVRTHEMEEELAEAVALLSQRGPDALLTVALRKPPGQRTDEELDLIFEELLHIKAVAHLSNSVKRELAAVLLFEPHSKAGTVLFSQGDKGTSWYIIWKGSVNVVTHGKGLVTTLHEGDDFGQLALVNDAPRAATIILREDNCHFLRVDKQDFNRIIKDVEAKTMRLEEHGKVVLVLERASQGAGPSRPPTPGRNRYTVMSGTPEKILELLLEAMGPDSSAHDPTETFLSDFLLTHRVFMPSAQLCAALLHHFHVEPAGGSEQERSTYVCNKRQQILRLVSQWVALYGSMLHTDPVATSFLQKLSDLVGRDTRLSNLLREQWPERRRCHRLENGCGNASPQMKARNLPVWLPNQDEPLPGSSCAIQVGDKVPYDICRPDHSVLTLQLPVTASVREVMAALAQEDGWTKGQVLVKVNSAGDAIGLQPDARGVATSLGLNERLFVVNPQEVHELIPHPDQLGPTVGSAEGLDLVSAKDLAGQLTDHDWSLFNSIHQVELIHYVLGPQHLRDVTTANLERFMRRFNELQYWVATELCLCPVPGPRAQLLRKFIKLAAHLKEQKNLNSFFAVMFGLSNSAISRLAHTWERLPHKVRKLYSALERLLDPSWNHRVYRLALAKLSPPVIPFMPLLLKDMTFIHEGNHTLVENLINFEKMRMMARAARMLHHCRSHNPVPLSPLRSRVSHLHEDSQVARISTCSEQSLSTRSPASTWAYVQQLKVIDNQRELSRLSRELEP
IL-2 act – activates IL-2 in a cell-based reporter assay; IL-2 activation reporter assay, cell-based qHTS; stimulated with anti-CD3/CD4/CD28 beads; in transgenic mouse T cells; activation, % (series mostly up to about 46 µM); actives 0.065% (n = 360,000); AID 652025; in the data active = activation above about 50%; inconclusive = mostly about 30% to 49%; note: 0% is about no effect
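Screening format: compound pinned onto unstimulated transgenic mouse T cells, 60 min incubation, then anti-CD3/anti-CD4/anti-CD28 bead stimulation for 18 hours at 37 degrees C, followed by EGFP and DsRed detection.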
EPAC2 ag – agonists of human EPAC2 (RAPGEF4) | Q8WZA2 | EPAC2 activation, biochemical qHTS; response scale: 100% = 6.5 mM cAMP response | Potency, µM (top dose mostly 154 µM), for inactives: at the highest dose activation, usual class: activators | actives 0.079% (n = 360,000) | AID 720711; note: potency is the fitted concentration of half-maximal effect; nearly all actives have a fitted effect of over 50% in size
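EPAC2 (100 nM) mixed with Rap1B loaded with BODIPY-GDP (250 nM) plus 50 uM unlabeled GDP; compounds pinned in, 5 min RT, then read every 5 min for 30 min (ex 480, em 540 nm). Normalized to cAMP control.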
WRN inhibitor – inhibitors of human WRN helicase; Potency, µM (series often up to 114 µM), for inactives: at the highest dose activity change, negative = inhibition, most hits filed as inhibitors; actives 0.46% (n = 360,000); WRN helicase unwinding, fluorescent forked duplex, kinetic; note: potency is the fitted concentration of half-maximal effect; % is set by controls: 0 for no effect and ±100 for the full control effect; nearly all actives have a fitted effect of over 55% in size
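WRN at 20 nM final preincubated with compound 15 min at room temperature; reaction started with 100 nM fluorophore/quencher forked duplex oligonucleotide and 2 mM ATP final. Unwinding followed kinetically by red fluorescence (ex 525, em 598 nm).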
CCT modulator – cytosolic chaperonin activity modulation; purified chaperonin ATPase assay, HTRF ADP detection, 30 min; activity change, % (concentration not given with the values), hits read low; actives 0.3% (n = 360,000); in the data active = activity change below about -30%; note: % is set by controls: 0 for no effect and ±100 for the full control effect
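TRiC (40 or 20 nM final, by batch activity) in 30 mM Tris pH 7.4, 100 mM KCl, 5 mM MgCl2, 1 mM DTT was treated with compound at 76 uM single dose, then 10 uM ATP, 30 min at 37 °C. ADP was read by HTRF Transcreener.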
EPAC1 ag – activates human EPAC1 exchange factor; O95398; EPAC1 agonist qHTS, biochemical assay; response scale: 100% = response to 6.5 mM cAMP; actives 0.073% (n = 360,000); Potency, µM (doses to about 154 µM), inactives show at the top dose activation, hits mostly activators; AID 720707; note: potency is the fitted concentration of half-maximal effect; nearly all actives have a fitted effect of over 60% in size
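Normalized to 6.5 mM cAMP, activity reflects EPAC1-catalysed release of BODIPY-GDP from Rap1B, followed kinetically over 30 min at 480 nm excitation, 540 nm emission. Reaction contained 100 nM EPAC1, 250 nM Rap1B-BODIPY-GDP, 50 uM GDP.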
PLK1 PBD inh – inhibitors of human PLK1 polo-box domain binding; Plk1 PBD binding of FITC phosphopeptide, fluorescence polarization; Potency, µM, for the others: max response, negative = inhibition, hits mostly inhibitors; actives 2.8% (n = 360,000); AID 720504; note: potency is the fitted concentration of half-maximal effect; series mostly up to about 57 µM; % is set by controls: 0 for no effect and ±100 for the full control effect; nearly all actives have a fitted effect of over 65% in size
Numbers without * were called inactive; ? = inconclusive; nt = no result given; [ ] = remark or other dose. Unless noted, calls come from the whole dose curve; as a rule, active = well fitted curve in the direction sought with a large enough effect; inconclusive = small, poorly fitted or top-dose-only effect, or another doubt; inactive = no such curve, though single readings can be large; an effect the other way counts as inactive or inconclusive. Not all compounds are listed (hit frequency here may not be typical).

SMILES	PI5P4Ka inh	EPAC1 antag	IL-2 act	EPAC2 ag	WRN inhibitor	CCT modulator	EPAC1 ag	PLK1 PBD inh
CCc1ccc(NC(=O)CCc2nnc3ccc(N4CCC5(CC4)OCCO5)nn23)cc1	1	0%	-3.4	17%	2%	-3.6	1%	-15%
Cc1ccc(NC(=O)NCCCN2CCCC2=O)cc1Cl	11	-9%	-1.5	1%	-3%	-0.8	-5%	-6%
Nc1c(-c2cccc(Cl)c2)cnc2c(-c3ccccc3)cnn12	12	-9%	0.2	3%	0%	-1.3	13%	-5%
Cn1cnnc1SCC(=O)Nc1cccc(C(=O)O)c1	-14	2%	-1.1	6%	-3%	-0.8	-5%	2%
CC(C)[C@H](NC(=O)c1ccccc1Cl)C(=O)OCC(=O)NC(=O)NCc1ccco1	-1	-9%	1.9	1%	-9%	-3.3	3%	?
CC1(C)CC(=O)C=C(Nc2ccc3c(c2)CCC3)C1	4	1%	-0.1	6%	0%	0.1	7%	-6%
COc1ccc(Br)cc1CNC(=O)Nc1cccs1	nt	8%	-4.4	2%	-12%	-2.4	-3%	-16%
CCOC(=O)CN(C(=O)CSc1nnc(C)n1-c1ccccc1)c1ccccc1	nt	-18%	1.3	3%	-8%	0.1	3%	-2%
O=C(NCCNC(=O)c1cc(F)cc(F)c1)c1cc(F)cc(F)c1	1	3%	0.2	0%	5%	-2.4	9%	-10%
Cc1onc(-c2c(F)cccc2Cl)c1C(=O)NC(=S)Nc1c(C)n(C)n(-c2ccccc2)c1=O	4	-28%	-0.8	11%	-9%	0.6	1%	-2%
Cc1ccc(C(C)NC(=O)/C(C#N)=C\c2c(C)[nH]c3ccccc23)cc1 (stereo not drawn)	nt	-17%	1.3	4%	-22%	-2.3	?	24µM*
COc1ccc([C@H]2C[C@H](n3cc(COC(=O)c4ccccc4)nn3)[C@@H](O)CN2Cc2cccs2)cc1	0	-21%	-3.6	8%	-7%	-1.5	2%	1%
Cc1cc(C)cc(OCC(=O)Nc2ccc(N3CCCC3)cc2)c1	nt	-12%	-0.8	-22%	-13%	-2.6	-46%[inhibitor]	-8%
CCCCCCOc1ccc(N2C(=O)CC(N3CCC(C(=O)OCC)CC3)C2=O)cc1 (stereo not drawn)	nt	-5%	-2.5	-4%	-5%	-6.1	10%	-11%
Cc1cc(Br)ccc1NCc1ccccn1	nt	8%	-1.1	11%	-2%	-2.0	13%	-13%
CCn1c(SCC(=O)Nc2cccc(O)c2)nc2c1c(=O)n(C)c(=O)n2C	-7	-2%	-0.4	5%	2%	0.4	-9%	-4%
COc1ccc(Nc2nnc(-c3ccc(O)cc3)c3ccccc23)cc1C(N)=O	0	-9%	-1.9	9%	-14%	-0.6	-9%	0%
COc1ccc(NC(=O)C[C@H]2C(=O)N(c3ccc(Br)cc3)C[C@@H]2CSC)cc1	0	-3%	-4.9	24%	-7%	-3.5	-8%	-16%
COc1ccc(C(C)=O)cc1COc1cccnc1[N+](=O)[O-]	-7	10%	1.8	10%	6%	-0.8	8%	-12%
CN(C)c1nc(OCCOC(=O)Nc2ccc(Cl)cc2Cl)nc(N(C)C)n1	nt	-9%	-2.6	18%	-19%	-1.1	18%	0%
CCC(=O)NC(=S)Nc1ccc(NC(=O)c2cccc([N+](=O)[O-])c2C)cc1	-2	12%	-0.6	-3%	-4%	0.1	-12%	-2%
Cc1cccc(NC(=S)NCCN2CCOCC2)c1	2	-13%	-0.3	2%	-5%	-2.2	4%	-4%
CC1CCCN(S(=O)(=O)c2ccccc2[N+](=O)[O-])C1 (stereo not drawn)	0	-7%	-0.3	-2%	-10%	0.5	-3%	?
O=[N+]([O-])c1cccc(C(=Nc2ccc(Cl)cc2)NO)c1	nt	-2%	-1.7	2%	-4%	0.6	4%	1%
Cc1cc2c(c(CO)c1CCO)C(=O)[C@@H](C)[C@@H]2O	-19	-4%	0.4	3%	7%	-0.2	-4%	-2%

The closing 2 entries of the section above open the next one.
SMILES	PI5P4Ka inh	EPAC1 antag	IL-2 act	EPAC2 ag	WRN inhibitor	CCT modulator	EPAC1 ag	PLK1 PBD inh
O=[N+]([O-])c1cccc(C(=Nc2ccc(Cl)cc2)NO)c1	nt	-2%	-1.7	2%	-4%	0.6	4%	1%
Cc1cc2c(c(CO)c1CCO)C(=O)[C@@H](C)[C@@H]2O	-19	-4%	0.4	3%	7%	-0.2	-4%	-2%
O=C(CN1CC(c2ccccc2)CC1=O)Nc1ccc2c(c1)OCO2 (stereo not drawn)	-1	-19%	-1.7	6%	-8%	1.4	-2%	-11%
CCOc1ccc(NC(=S)NC(C)c2cccs2)cc1 (stereo not drawn)	-1	-1%	-1.1	6%	-4%	1.2	5%	2%
O=c1[nH][nH]c2nc(C(F)(F)F)cc(C(F)(F)F)c12	nt	0%	1.1	-6%	1%	2.7	4%	-2%
Cc1ccc(C)c(Nc2cc(C)nc(-c3ccccc3O)n2)c1	29	6%	0.0	9%	-1%	-0.7	1%	5%
COc1cc(OC)c(OC)cc1/C=C1\CCC/C(=C\c2cc(OC)c(OC)cc2OC)C1=O	-6	-9%	-0.4	8%	0%[57.1 µM]	-0.8	24%	1%
Cc1ccc(NC(=S)N2CCN(Cc3ccc4c(c3)OCO4)CC2)c(C)c1	2	-2%	1.0	7%	4%	-4.0	2%	-7%
CN(NC(=O)c1c(Cl)cccc1Cl)c1cccc(Cl)n1	-4	-6%	-0.6	13%	0%	-1.0	6%	1%
Cc1cnc(NC(=O)Cc2ccccc2Cl)s1	0	-8%	-0.3	9%	-3%	-1.5	0%	-20%
CC(=O)Nc1ccc(C(=O)OCC(=O)c2ccc(F)cc2)cc1	1	-9%	-2.1	1%	-3%	-2.0	1%	-4%
Cc1ccc2c(C)c(C(=O)N(C)Cc3ccncn3)oc2c1C	2	-2%	-0.1	1%	4%	-2.4	-6%	4%
O=C(NCc1ccco1)c1cc(NS(=O)(=O)c2cccc([N+](=O)[O-])c2)ccc1O	-4	-18%	0.0	12%	-23%	-2.8	12%	-12%
O=C(NC(=S)Nc1cc(-c2nc3ccccc3[nH]2)ccc1Cl)c1ccc2c(c1)OCO2	-18	8%	-0.7	1%	-16%	-7.3	-11%	24µM*
CCCCC(=O)NC(c1ccco1)c1cc(Cl)c2cccnc2c1O (stereo not drawn)	1	-27%	-0.5	3%	11%[57.1 µM]	-2.6	-8%	-22%
O=C(N/N=C1\CC2CC=CC12)c1ccc(Br)cc1 (stereo not drawn)	-9	-23%	2.9	5%	-7%	-15	0%	-9%
COC(=O)c1ccc(C)c(NC(=O)CN(c2ccc3c(c2)OCO3)S(C)(=O)=O)c1	5	-15%	-0.1	13%	-10%	-2.1	-2%	-6%
CCN(CC(=O)Nc1ccc(NC(C)=O)cc1)C(=O)CSCC(=O)Nc1ccc(C)cc1	3	-4%	0.2	1%	-11%	0.8	11%	-10%
Cc1ccc(-c2nc3ccccc3[nH]2)cc1NC(=O)c1ccco1	3	-10%	1.1	0%	2%	0.1	-1%	1%
CCOC(=O)N1CCN(S(=O)(=O)c2ccc(OC)cc2)CC1	3	-4%	0.8	12%	2%	-0.3	-6%	-12%
O=C1CCC(C(=O)OCc2cc(=O)oc3ccc4ccccc4c23)=NN1	-1	-21%	2.6	7%	7%	0.2	-12%	-6%
COc1ccc(-n2c(=O)c3c4c(sc3n(CC(=O)Nc3cc(C)[nH]n3)c2=O)CCCC4)c(OC)c1	4	?	-3.8	13%	-1%	-0.8	10%	-17%
COc1ccc(-c2csc(C(C#N)=C(O)CSc3nccn3C)n2)cc1OC	2	-9%	-0.3	1%	?	-0.4	-1%	-19%
COc1ccc(NC(=O)CSc2c(C)nn(-c3nnc(C)c(=O)[nH]3)c2C)cc1	1	7%	-0.1	4%	-6%	-0.1	-4%	-1%
ClCc1csc(-c2ccccc2Cl)n1	0	-28%	-0.6	6%	-13%[57.1 µM]	-1.9	3%	-12%
CC(OC(=O)CCCOc1ccccc1)C(=O)Nc1ccc(Cl)cn1 (stereo not drawn)	-4	-26%	-2.9	5%	-5%	-2.7	18%	-11%
COc1ccc(C(=O)Sc2nncc3ccccc23)cc1	0	-17%	0.0	8%	2%	-0.4	2%	?

(cont.)
SMILES	PI5P4Ka inh	EPAC1 antag	IL-2 act	EPAC2 ag	WRN inhibitor	CCT modulator	EPAC1 ag	PLK1 PBD inh
O=C(N/N=C/c1ccc(N2CCOCC2)s1)c1ccccc1Cl	-24	2%	-1.6	5%	2%	-1.2	9%	24µM*
CO/N=C/c1ccc(N2CCN(C(=O)c3ccc(C)cc3)CC2)c([N+](=O)[O-])c1	nt	-25%	-2.2	15%	-8%	0.9	27%	-2%
Cc1ccccc1NC(=S)NNC(=O)c1csc2c1CCC(C)C2 (stereo not drawn)	nt	-20%	-3.2	-1%	-5%	0.1	5%	-16%
CCN(CC)c1ccc2nc3c4ccccc4c(=O)cc-3oc2c1	-8	-2%	-5.6	10%	?	-48*	11%	4%
C=CCOc1ccc(Cl)cc1CNCCCN1CCOCC1	nt	-2%	-0.5	9%	-4%	-1.5	-4%	1%
O=C(NCCc1c[nH]c2ccccc12)C(=O)NCC1OCCCN1S(=O)(=O)c1cccs1 (stereo not drawn)	-6	-16%	-2.9	9%	-2%	-2.0	1%	1%
COc1ccc(S(=O)(=O)N2CCOCC2)cc1NC(=O)CN1C(=O)NC2(CCCC2)C1=O	0	26%	-0.1	3%	15%	-0.2	-12%	0%
Cc1cc(C)c(Cn2c3ccccc3c3cnn(CC(=O)NCc4ccccn4)c(=O)c32)c(C)c1	1	-15%	-3.0	-15%	-11%	1.9	-6%	-8%
CCN1C(=NCc2cccc(Cl)c2)N[C@@H](c2cccc(F)c2)C(C(=O)OC)=C1C	-27	-3%	-0.4	6%	-1%	-3.4	11%	-8%
CC(=O)N[C@H]1[C@H](OCc2ccccc2F)O[C@H](COC(C)=O)[C@@H](OC(C)=O)[C@@H]1OC(C)=O	0	-3%	7.3	-1%	-8%	-0.9	6%	-3%
CCC(C)Sc1nc(O)cc(=O)[nH]1 (stereo not drawn)	nt	2%	-3.5	-12%	-2%	1.2	1%	-2%

Part of the list above, showing only EPAC2 ag and CCT modulator:
Structure | EPAC2 ag | CCT modulator
COc1ccc(S(=O)(=O)N2CCOCC2)cc1NC(=O)CN1C(=O)NC2(CCCC2)C1=O | 3% | -0.2
Cc1cc(C)c(Cn2c3ccccc3c3cnn(CC(=O)NCc4ccccn4)c(=O)c32)c(C)c1 | -15% | 1.9

Bioassay records: PubChem BioAssay, National Center for Advancing Translational Sciences (NCATS)
